# core dimer inh – blocks dimerization of HCV core protein; 300,000 compounds, 0.33% hits; AID 1899; inhibition, % at 5 µM; TR-FRET GST/Flag-core106 dimerization, 1536-well;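 active = inhibition above the mean of all tested compounds plus 3 SD, set per screening campaign, cut at about 45% in these data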
#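 Material: Tagged HCV core106 pair (GST and Flag) | Amount: GST-core106 13.5 nM, Flag-core106 17 nM | Medium: KF-containing HEPES buffer, pH 7.45, DTT, CHAPS, BSA | Reagent: Eu donor and XL665 acceptor anti-tag antibodies | Schedule: 4 h at 22.5 °C | Technique: Time-resolved FRET, ex 340 nm, em 617 and 671 nm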
# CTSL1 counter – blocks F. hepatica cathepsin L1 in PFM18AAP counter-screen; 300,000 compounds, 0.49% hits; inhibition, % at 5.96 µM; AID 1906; recombinant F. hepatica cathepsin L1, Z-Leu-Arg-MCA fluorescence;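 active = inhibition above the mean of all tested compounds plus 3 SD, set per screening campaign, cut at about 17% in these data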;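 also: 0% = plate median of test compound wells and 100% = 1 µM Z-Phe-Ala-diazomethylketone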
# PP1 inh – counter-screen for PP5 inhibitors: inhibitors of human PP1-alpha; P62136; purified PP1alpha, OMFP fluorescence; inhibition, % at 6.7 µM; 320,000 compounds, 0.9% hits; AID 2235;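 active = inhibition above the mean inhibition of all tested compounds plus 3 SD, computed separately for each screening campaign, cut at about 15% in these data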
# CR mimetic SO – yeast age-related superoxide inhibition as caloric restriction mimetic; AID 2690; S. cerevisiae aged cells, superoxide DHE fluorescence; active compounds read low; 330,000 compounds, 0.18% hits; superoxide response (% of plate mean), % at 10 µM;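 active = superoxide response under a set limit, about three screen SD below normal, cut at about 65% in these data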;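 also: yeast aged for seven days with compound at 30 °C before DHE staining; 100% = average MFI of all compound-treated wells on the plate with controls excluded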
# ZTA DNA inh – blocks Epstein-Barr virus ZTA, an EBNA-1 counter-screen; 320,000 compounds, 0.15% hits; ZTA-DNA binding, fluorescence polarization; P03206; AID 2234; inhibition, % at 11 µM; in the data active = inhibition above about 33%
# TPT1 inh – inhibitors of Candida albicans tRNA 2'-phosphotransferase TPT1; recombinant caTPT1, FP RNA substrate dephosphorylation; inhibition, % at 5 µM; 300,000 compounds, 0.81% hits;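 active = inhibition above the mean of all tested compounds plus 3 SD, set per screening campaign, cut at about 24% in these data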;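 also: plate controls were DMSO alone for no effect and ferristatin control at 100 nM for full effect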
# PP5 inh – PP5 (human) phosphatase inhibition. P53041. inhibition, % at 6.7 µM. 320,000 compounds, 0.18% hits. AID 1987. purified PP5c, OMFP substrate fluorescence;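 active = inhibition above the campaign's mean inhibition across all tested compounds plus 3 SD, cut at about 9.5% in these data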;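 also: 0% = DMSO only and 100% = 100 µM cantharidin control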
# Target sequence (P53041 whole entry, looked up): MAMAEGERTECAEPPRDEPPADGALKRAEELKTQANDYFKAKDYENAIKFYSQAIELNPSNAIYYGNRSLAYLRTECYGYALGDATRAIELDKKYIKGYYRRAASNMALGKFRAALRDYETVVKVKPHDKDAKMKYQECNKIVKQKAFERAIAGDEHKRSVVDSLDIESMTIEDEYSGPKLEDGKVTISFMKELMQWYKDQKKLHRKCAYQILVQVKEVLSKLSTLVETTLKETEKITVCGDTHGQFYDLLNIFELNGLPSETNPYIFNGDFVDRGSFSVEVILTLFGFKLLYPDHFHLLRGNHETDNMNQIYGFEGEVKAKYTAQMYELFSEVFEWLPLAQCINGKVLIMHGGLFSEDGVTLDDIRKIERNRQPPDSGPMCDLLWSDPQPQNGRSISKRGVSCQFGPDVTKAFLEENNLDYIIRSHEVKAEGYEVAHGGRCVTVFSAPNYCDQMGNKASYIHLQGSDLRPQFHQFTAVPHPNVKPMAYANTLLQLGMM
# GASC-1 inh – human JMJD2C demethylase inhibition; Q9H3R0; GST-JMJD2C(1-420) H3K9me3 demethylation, DELFIA europium; inhibition, % at 2.35 µM; 330,000 compounds, 0.069% hits;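 active = more than half of a compound's replicate wells show inhibition beyond 50%, single wells judged on their own value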;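 also: signal counts dimethyl H3K9 product captured on neutravidin plate; 0% = median of DMSO wells and 100% = 0.3 times that DMSO median; strong numbers were not always called active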
# Target sequence (Q9H3R0 1-420 limits assumed): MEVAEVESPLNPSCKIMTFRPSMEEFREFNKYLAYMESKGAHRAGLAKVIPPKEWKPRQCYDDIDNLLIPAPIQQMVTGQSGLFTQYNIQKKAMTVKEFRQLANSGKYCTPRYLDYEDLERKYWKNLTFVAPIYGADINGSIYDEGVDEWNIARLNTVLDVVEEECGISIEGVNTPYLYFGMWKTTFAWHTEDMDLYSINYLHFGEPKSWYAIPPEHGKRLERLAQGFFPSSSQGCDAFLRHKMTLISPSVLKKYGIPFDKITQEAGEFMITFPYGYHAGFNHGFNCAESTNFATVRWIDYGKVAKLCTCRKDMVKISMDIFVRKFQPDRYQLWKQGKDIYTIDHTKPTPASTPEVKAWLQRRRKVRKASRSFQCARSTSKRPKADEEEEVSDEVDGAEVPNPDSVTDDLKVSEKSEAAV
# EBNA-1 inh – blocks EBNA-1 binding to DNA. EBNA-1 DNA binding, fluorescence polarization. inhibition, % at 14.8 µM. AID 1950. 300,000 compounds, 0.34% hits; in the data active = inhibition above about 28%
# An asterisk follows results filed as active; / = not tested or not shown; & = joins results of further samples.
1. CCOC(=O)C1=C(C)N(C)C(C)=C(C(=O)OCC)C1c1ccc(Cl)cc1
2. Nc1nc(N)c2[nH]cnc2n1
3. Cc1cc(SCC(=O)Nc2ncc(Cl)cc2Cl)nc2ccccc12
4. Cc1cccc2c1-c1sc(C(=O)Nc3ccccc3N3CCN(C)CC3)cc1CO2
5. CCOc1ccc(S(=O)(=O)N2CCN(C(=O)c3ccncc3)CC2)cc1
6. CN1CCC(N(C)CC(C)(C)NS(=O)(=O)c2ccccc2)CC1
7. O=C(c1ccc(F)cc1)C1CCN(CCn2c(=S)[nH]c3ccccc3c2=O)CC1
8. CCC(=O)c1c[nH]c(C(=O)NCc2ccccc2OC)c1

Screen / compound no.,1,2,3,4,5,6,7,8
core dimer inh,-13,-3,15,-6,2,0,3,1
CTSL1 counter,3,2,-2,-2,-2,-2,0,1
PP1 inh,2,-5,2,11,-6,0,-4,2
CR mimetic SO,76,112,98,108,96,119,89,96
ZTA DNA inh,-7,6,9,-19,6,4,3,7
TPT1 inh,0,4,1,-5,4,-1,1,2
PP5 inh,3.9,0.3,0.1,3.3,-0.4,0.0,-1.9,0.0
GASC-1 inh,-8,/,-6,0,-11,-13,11,9
EBNA-1 inh,0,2,7,-10,8,-1,-10,3

# Continued; the last 3 above are carried over.
6. CN1CCC(N(C)CC(C)(C)NS(=O)(=O)c2ccccc2)CC1
7. O=C(c1ccc(F)cc1)C1CCN(CCn2c(=S)[nH]c3ccccc3c2=O)CC1
8. CCC(=O)c1c[nH]c(C(=O)NCc2ccccc2OC)c1
9. COc1cc(C(=O)Sc2ccc(C)cc2)cc(OC)c1OC
10. COc1ccc(OCCSc2nnc3c(Cl)cc(Cl)cn23)cc1
11. Cc1ccccc1CNCCCSc1ncccn1
12. COc1ccc2c(=O)c3c(=O)n(Cc4ccco4)c(-c4ccccc4)nc3oc2c1
13. CNc1ccc(S(=O)(=O)NCC(=O)NCCCc2ccccc2)cc1[N+](=O)[O-]
14. CC1(C)c2[nH]c3ccccc3c2C[C@@H]2C(=O)N(Cc3ccco3)C(=O)N21
15. Cc1cccc(NC(=O)CSc2nc(N)cc(N)n2)c1
16. O=C(CC1Nc2ccccc2NC1=O)NCCc1ccccc1 (configuration not stated)

Screen / compound no.,6,7,8,9,10,11,12,13,14,15,16
core dimer inh,0,3,1,11,-5,1,11,-35,-2,0,-2
CTSL1 counter,-2,0,1,-1,-2,1,10,2,1,1,1
PP1 inh,0,-4,2,2,2,0,0,1,1,-1,-3
CR mimetic SO,119,89,96,94,102,98,94,/,95,94,95
ZTA DNA inh,4,3,7,7,-6,3,-9,-15,-4,-21,1
TPT1 inh,-1,1,2,-1,0,-1,2,-1,-6,-1,-6
PP5 inh,0.0,-1.9,0.0,2.4,0.8,0.9,-3.5,-5.9,2.4,1.2,-0.1
GASC-1 inh,-13,11,9,-1,-4,-2,5,49,-12,-15,-1
EBNA-1 inh,-1,-10,3,1,1,-4,0,0,12,-2,6

17. CCOc1ccccc1NC(=O)CN(c1ccc(Cl)cc1)S(C)(=O)=O
18. CN(C)S(=O)(=O)c1cccc(NC(=O)CCc2c[nH]c3ccccc23)c1
19. COc1ccc(N2CCN(C(=O)c3oc4c(c3C)C(=O)CCC4)CC2)cc1
20. O=c1c2ccccc2cnn1Cc1n[nH]c(=S)n1-c1ccc(Cl)cc1Cl
21. CC(=O)c1cccc(NS(=O)(=O)c2cc(OCC(N)=O)c(C)cc2Cl)c1
22. CCOC(=O)c1cnc2nc[nH]n2c1=O
23. CCc1noc(C)c1C(=O)N1CCCC1
24. COCCn1c(NCc2ccc(C)cc2)nc2c1c(=O)[nH]c(=O)n2C

Screen / compound no.,17,18,19,20,21,22,23,24
core dimer inh,11,13,5,4,2,-7,-3,-9
CTSL1 counter,5,-7,0,0,0,2,-1,0
PP1 inh,2,-5,0,0,-2,-4,-2,-3
CR mimetic SO,98,92,93,112,102,104,119,106
ZTA DNA inh,-4,-11,4,4,4,-9,-1,18
TPT1 inh,2,2,1,2,0,1,3,-1
PP5 inh,1.9,4.5,3.1,2.0,1.2,-0.8,-1.2,1.9
GASC-1 inh,-3,0,-14,-6,-1,9,-11,-17
EBNA-1 inh,0,1,-5,5,-1,-9,1,0

25. COc1ccc(-c2nc(CSCC(=O)N3CCc4ccccc43)c(C)o2)cc1OC
26. CC(OC(=O)c1n[nH]c2ccccc12)C(=O)NC1CCCCC1C (configuration not stated)
27. Cc1cc(=O)c2ccccc2[nH]1
28. O=C(NCc1ccccc1)C(c1ccc(F)cc1)N(C(=O)c1csnn1)c1ccccc1 (configuration not stated)
29. CCOc1ccc(-n2cccc2C=O)cc1
30. Cn1nc(OC(=O)Nc2cccc(Cl)c2)cc1C(F)(F)F
31. O=C(NC1CCCCC1)c1ccc2snnc2c1
32. Oc1ccccc1-c1cc(-c2ccc(F)cc2)n[nH]1

Screen / compound no.,25,26,27,28,29,30,31,32
core dimer inh,-1,/,-3,1,0,6,-5,-7
CTSL1 counter,-3,/,-1,3,0,3,-1,-2
PP1 inh,2,-8,0,0,-3,1,-3,-1
CR mimetic SO,98,127,98,125,94,101,92,127
ZTA DNA inh,-1,7,2,3,-2,0,-5,7
TPT1 inh,-3,/,-4,2,-2,3,-1,3
PP5 inh,-2.8,2.7,2.1,-2.0,0.1,5.5,0.0,6.1
GASC-1 inh,-4,9,8,-1,-3,-14,-7,-4
EBNA-1 inh,11,/,-3,-8,-1,-12,-1,-2

33. Cc1cc(NC(=O)CCCN2C(=O)c3cccnc3C2=O)ccc1Br
34. Cn1c(C(=O)N2CCCC(C(=O)NCCCSC3CCCCC3)C2)cc2sccc21 (configuration not stated)
35. Cc1c(NC(=O)c2ccc(N(C)S(=O)(=O)c3ccccc3)cc2)c(=O)n(-c2ccccc2)n1C
36. COc1cc2c(C(=O)N3CCN(C4CCCCC4)CC3)cn(CC(C)C)c(=O)c2cc1OC
37. O=C(O)c1ccc(NC(=O)C2C3CCC(C3)C2C(=O)O)cc1 (configuration not stated)
38. CCC(C)NC(=O)c1cn(C)c(=O)c2cc(OC)c(OC)cc12 (configuration not stated)
39. O=C(CSc1nnnn1-c1ccccc1)Nc1ncc(Cc2ccccc2Cl)s1
40. CSc1nc(NNC=O)cc(Oc2ccc(NC(C)=O)cc2)n1

Screen / compound no.,33,34,35,36,37,38,39,40
core dimer inh,-1,13,-2,1,0,2,15,2
CTSL1 counter,1,-8,-3,1,3,0,-3,-2
PP1 inh,0,3,-1,-6,-3,1,1,3
CR mimetic SO,99,101,103,96,82,105,95,92
ZTA DNA inh,-12,-12,-36,18,-2,1,0,-7
TPT1 inh,2,1,-6,-1,-7,-2,4,2
PP5 inh,3.6,3.7,1.3,-1.5,2.1,1.2,0.3,2.2
GASC-1 inh,-27,-6,-21,-41,2,3,8,7
EBNA-1 inh,-19,-10,-7,2,-1,5,11,-13

41. Cc1c(C(=O)N/N=C/c2ccoc2)cccc1[N+](=O)[O-]
42. COc1cc(C(=O)NCc2nnc(SCC(=O)N3CCOCC3)o2)cc(OC)c1OC
43. COc1ccc2cc(C(=O)C3CCCN(C(=O)c4csnn4)C3)ccc2c1 (configuration not stated)
44. Cc1ccc(C(=O)N(Nc2nc3ccccc3s2)C(=O)c2ccc(C)cc2)cc1
45. CC(CC(C)C(=O)N1CCOCCN(C(=O)C(C)CC(C)C(=O)O)CCOCC1)C(=O)O (configuration not stated)
46. COc1cccc(C(=O)N2CCN(Cc3nc(CC4CC4)no3)CC2)c1
47. COCc1nnc(NC(=O)COc2ccc3c(c2)OCO3)s1
48. COCCCn1cc(C(=O)c2cc(OC)ccc2OCC(=O)N2CCCCC2C)cc(C#N)c1=O (configuration not stated)

Screen / compound no.,41,42,43,44,45,46,47,48
core dimer inh,10,-7,5,28,-4,3,6,-1
CTSL1 counter,4,0,3,-1,-2,-3,1,4
PP1 inh,-3,2,-4,2,0,-3,0,-4
CR mimetic SO,85,121,105,105,86,99,101,99
ZTA DNA inh,12,-8,3,12,-5,5,4,-11
TPT1 inh,0,0,-3,-3,-5,0,-1,1
PP5 inh,0.2,3.6,1.5,0.2,1.2,-0.5,0.3,2.8
GASC-1 inh,4,7,-18,-2,-4,-1,-4,56
EBNA-1 inh,-3,0,-2,4,-2,-2,8,1

49. Clc1cccc(Cl)c1/C=C/c1ccn[nH]1
50. CCN1CCN(Cc2c(O)ccc3c2O/C(=C\C=C\c2ccccc2OC)C3=O)CC1
51. COC(=O)CCC(=O)OC1(C)C(=O)C2=CN(Cc3ccc4c(c3)OCO4)C(c3ccc(OC)cc3)=CC2=C(Br)C1=O (configuration not stated)
52. CCOC(=O)[C@H]1[C@H]2COc3ccc(Br)cc3[C@@H]2N2C(=O)CN(Cc3ccc(F)cc3)C(=O)[C@@]12C
53. O=C(Nc1ccccn1)C1(c2ccccc2)CCCC1
54. CCc1cccc(C)c1N(C(=O)Cn1c(COC)nc2ccccc21)C(C)COC (configuration not stated)
55. CC(C)C(NC(=O)c1cccc(S(=O)(=O)N2CCOCC2)c1)C(=O)NCCc1ccccn1 (configuration not stated)
56. O=S(=O)(c1cnc(Cl)c(Cl)c1)N1CCc2ccccc21

Screen / compound no.,49,50,51,52,53,54,55,56
core dimer inh,0,-16,15,/,2,0,-5,0
CTSL1 counter,1,4,-4,/,1,-2,-2,1
PP1 inh,9,2,12,0,-3,0,-2,-3
CR mimetic SO,86,117,108,85,129,102,105,101
ZTA DNA inh,14,-21,4,-5,10,14,-11,-5
TPT1 inh,-3,53*,14,/,-3,1,-7,-4
PP5 inh,2.6,1.8,4.3,4.9,-1.3,-0.8,0.8,2.8
GASC-1 inh,0,10,1,0,8,-7,52&5,-2
EBNA-1 inh,6,-14,-7,/,7,-8,-6,3

57. Cc1ccccc1CNC(=O)CN(c1cccc([N+](=O)[O-])c1)S(C)(=O)=O
58. Cc1cc(C(=O)NC2CCCCC2C)c2ccccc2n1 (configuration not stated)
59. COc1ccccc1-c1noc(-c2ccccc2)n1
60. O=c1c2ccccc2sn1-c1ccccc1
61. CCCCOc1ccc(CN2CCC(O)CC2)cc1
62. O=C(Nc1ccc2nc3n(c(=O)c2c1)CCCCC3)C(=O)N1CCN(c2ccccc2F)CC1
63. O=S(=O)(c1ccc2c(c1)OCCO2)N1CCN(c2nc3ccccc3s2)CC1

Screen / compound no.,57,58,59,60,61,62,63
core dimer inh,0,-2,0,-11,-3,-8,8
CTSL1 counter,1,1,3,-3,-4,1,-2
PP1 inh,-3,-5,3,-1,2,-2,2
CR mimetic SO,116,98,101,105,91,89,95
ZTA DNA inh,2,-3,2,4,-3,1,0
TPT1 inh,1,0,-1,0,-1,-5,3
PP5 inh,-0.1,-0.3,5.6,4.9,2.2,-3.4,1.3
GASC-1 inh,-1,0,4,-6,-78,0,-6
EBNA-1 inh,-9,3,-1,-16,-4,0,-11

# Profiles, quoted from the list:
# CCOC(=O)C1=C(C)N(C)C(C)=C(C(=O)OCC)C1c1ccc(Cl)cc1 reads core dimer inh: -13; CTSL1 counter: 3; PP1 inh: 2; CR mimetic SO: 76; ZTA DNA inh: -7; TPT1 inh: 0; PP5 inh: 3.9; GASC-1 inh: -8; EBNA-1 inh: 0
# COc1cccc(C(=O)N2CCN(Cc3nc(CC4CC4)no3)CC2)c1 reads core dimer inh: 3; CTSL1 counter: -3; PP1 inh: -3; CR mimetic SO: 99; ZTA DNA inh: 5; TPT1 inh: 0; PP5 inh: -0.5; GASC-1 inh: -1; EBNA-1 inh: -2

# Assay outcomes: PubChem BioAssay, several laboratories
